Source: PubChem BioAssay (National Center for Advancing Translational Sciences (NCATS))
Integrin act MD: qHTS for Activators of Integrin-Mediated Alleviation for Muscular Dystrophy; Potency, µM (series often up to 38.3 µM), for inactives: at the highest dose activation, most hits filed as activators; 350,000 compounds, 0.064% hits; alpha7betagal myoblasts, beta-gal FDG fluorescence, 48 h; AID 624291, 2012;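 note: potency is the fitted concentration of half-maximal effect; 100% = response of the positive control SU9516; nearly all actives have a fitted effect of over 60% in size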
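alpha7betagal+/- myoblasts (passage 13, 250/well) treated 48 h at 37C with compounds at 1:260 dilution of DMSO stock. Lysed, then beta-galactosidase activity read as FDG fluorescence (ex 480/em 540) after 30 min, with pre-read for autofluorescence.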
MBNL1 CUG block: qHTS Assay for Inhibitors of MBNL1-poly(CUG) RNA binding. 280,000 compounds, 0.036% hits. Muscleblind-like protein 1 (Homo sapiens), Q9NR56. Potency, µM (doses to about 57.5 µM), inactives show at the highest dose activity change, negative = inhibition, hits mostly inhibitors. TR-FRET MBNL1-His/biotin-(CUG)12 binding, 665/545 ratio; active = well fitted inhibition curve with a large enough effect in the signal ratio, with a control signal flat, not every such curve was filed as active; inconclusive = small, poorly fitted or top-dose-only effect, or effect the other way, or a change in a side signal; inactive = no such curve, though single readings can be large or run the other way; the % refers to the signal ratio; note: potency is the fitted concentration of half-maximal effect; % is set by controls: 0 for no effect and ±100 for the full control effect
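Inhibition of protein-RNA binding appears as loss of TR-FRET between terbium anti-His antibody on MBNL1-His and streptavidin-XL665 on biotin-(CUG)12. Activity is normalized to buffer-only and uninhibited-complex controls.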
GALK inh: qHTS Assay for Inhibitors of Human Galactokinase (GALK); P51570; Purified GALK, Kinase-Glo residual ATP luminescence; Potency, µM (series often up to 57.5 µM), without a hit: at the highest dose activity change, negative = inhibition, hits mostly inhibitors; 270,000 compounds, 0.007% hits; AID 1868, 2009; note: potency is the fitted concentration of half-maximal effect; % is set by controls: 0 for no effect and ±100 for the full control effect
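Quantitative HTS: GALK 5 nM, ATP 35 uM, galactose 100 uM, 1 h room temperature, then luciferase-based ATP detection.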
TRPV1 agonist: HTS Assay for Compounds that Act as Agonists of the Vanilloid Receptor 1 | activation, % at 8.33 µM | 320,000 compounds, 0.19% hits | TRPV1-expressing cells, Fluo-8 calcium influx, agonist mode | Transient receptor potential cation channel subfamily V member 1 (Homo sapiens), Q8NER1 | AID 540275, 2011; in the data active = activation above about 80%; inconclusive = between about 30% and that limit; note: 0% is about no effect
Target sequence (Q8NER1 whole entry, looked up): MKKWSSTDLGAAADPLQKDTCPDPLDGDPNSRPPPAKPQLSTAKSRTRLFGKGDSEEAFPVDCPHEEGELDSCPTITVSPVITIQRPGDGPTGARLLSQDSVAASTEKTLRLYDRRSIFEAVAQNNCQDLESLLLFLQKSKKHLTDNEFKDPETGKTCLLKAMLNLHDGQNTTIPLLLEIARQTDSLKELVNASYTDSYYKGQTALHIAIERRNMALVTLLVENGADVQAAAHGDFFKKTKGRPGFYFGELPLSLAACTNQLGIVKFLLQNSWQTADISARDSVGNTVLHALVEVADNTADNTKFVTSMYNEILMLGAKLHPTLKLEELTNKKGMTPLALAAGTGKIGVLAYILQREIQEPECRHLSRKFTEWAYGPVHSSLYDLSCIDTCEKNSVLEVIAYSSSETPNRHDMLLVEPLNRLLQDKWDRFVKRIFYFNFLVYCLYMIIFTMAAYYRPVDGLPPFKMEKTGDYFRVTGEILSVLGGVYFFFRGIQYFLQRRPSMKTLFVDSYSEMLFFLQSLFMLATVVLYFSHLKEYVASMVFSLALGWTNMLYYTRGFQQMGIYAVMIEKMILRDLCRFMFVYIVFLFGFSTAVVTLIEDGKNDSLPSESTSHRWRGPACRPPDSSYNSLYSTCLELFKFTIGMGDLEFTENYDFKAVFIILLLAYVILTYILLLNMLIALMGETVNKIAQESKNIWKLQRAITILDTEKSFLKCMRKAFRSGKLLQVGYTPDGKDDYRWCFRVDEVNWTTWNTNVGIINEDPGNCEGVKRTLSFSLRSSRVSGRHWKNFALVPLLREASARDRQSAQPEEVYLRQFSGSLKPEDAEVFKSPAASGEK
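Cells expressing TRPV1 were dye-loaded with Fluo-8 and read kinetically: 10 s baseline, 3 min after compound (agonist portion), then 2 min after EC20 capsaicin (allosteric enhancer portion). Calcium-bound dye fluorescence at 480/520 nm.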
Coupling enz: qHTS Assay for Inhibitors of Fructose-1,6-bisphosphate Aldolase from Giardia Lamblia: Coupling assay counterscreen. coupling enzyme system counterscreen, AmpLite Red fluorescence. activity change, negative = inhibition, % at 58.2 µM, hits read low. 290,000 compounds, 0.67% hits. AID 2472, 2010; in the data active = activity change below about -30%; note: % is set by controls: 0 for no effect and ±100 for the full control effect
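Compounds tested against the coupling enzymes alone at 57.5 uM final; readout was AmpLite Red fluorescence (525/598 nm) after 20 min at RT.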
S-ASM inh: Inhibitors of Secretory Acid Sphingomyelinase (S-ASM): qHTS. 340,000 compounds, 0.006% hits. AID 504937, 2011. Potency, µM (series often up to 57.5 µM), for the others: at the top dose activity change, negative = inhibition, hits mostly inhibitors. placental ASM, HMU-PC fluorogenic substrate, 60 min. Sphingomyelin phosphodiesterase (Homo sapiens), P17405; note: potency is the fitted concentration of half-maximal effect
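Steps: dispense placental human ASM, pin compound, wait 10 min at room temperature, add HMU-PC0 substrate at 9 uM final, incubate 60 min at 37 °C, add stop solution raising pH to 10, read fluorescence.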
KCNH2 3.1 block: qHTS for Inhibitors of KCHN2 3.1: Mutant qHTS; Potassium voltage-gated channel subfamily H member 2, brain isoform KCNH2 3.1 (human); U2OS KCNH2 3.1, thallium flux FluxOr; active compounds read low; activity change, % (tested at about 1.8 µM); 340,000 compounds, 0.95% hits; AID 720553, 2013;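 active = maximum activity change below -70%; inconclusive = maximum activity change from -70% to -50%; inactive = maximum activity change above -50%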;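 note: thallium influx rate constant from kinetic fluorescence after stimulation buffer; % is set by controls: 0 for no effect and ±100 for the full control effect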
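Channel expression came from 3.1 mutant virus (1.77 x 10^8 /mL) applied to suspended U2OS cells for 4 h. Flux was tracked with FluxOr dye plus Red40 quencher, and kinetic rate constants normalized to controls.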
hERG WT inh: qHTS for Inhibitors of KCHN2 3.1: Wildtype qHTS; Voltage-gated inwardly rectifying potassium channel KCNH2 (Homo sapiens), Q12809; U2OS, BacMam KCNH2, thallium flux FluxOr; active compounds read low; activity change, % at 1.84 µM; 340,000 compounds, 0.37% hits; AID 720551, 2013;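 active = maximum activity change below -70%; inconclusive = maximum activity change between -70% and -50%; inactive = maximum activity change above -50%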; note: % is set by controls: 0 for no effect and ±100 for the full control effect
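U2OS cells transduced with wild-type KCNH2 virus are loaded with FluxOr dye for 45 min, and thallium flux is measured in kinetic reads before and after stimulation buffer. Rate constants are normalized to DMSO controls.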
AT treatment: qHTS Assay for Identifying a Potential Treatment of Ataxia-Telangiectasia. Potency, µM (highest dose often 57.5 µM), inactives show at the highest dose activation, usual class: activators. 320,000 compounds, 0.19% hits. […] A-T fibroblasts, KAP-1 phosphorylation AlphaLISA; neocarzinostatin DNA damage 30 min before lysis; note: potency is the fitted concentration of half-maximal effect; % of control where 0% means no effect; nearly all actives have a fitted effect of over 45% in size
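hTERT-immortalized A-T patient fibroblasts ([…]), 500 cells/well in OPTI-MEM, 1% FBS, got compounds for 60 min, then NCS for 30 min at 37C. Lysates were then assayed for phospho-KAP-1 by AlphaLISA (anti-pKAP1 donor, anti-KAP1 acceptor beads), 6 hr at 25C.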
MLL CXXC-DNA inh: qHTS Fluorescence Polarization Assay for Inhibitors of MLL CXXC domain - DNA interaction | MLL-CXXC / FITC-HOXA9 DNA fluorescence polarization | 290,000 compounds, 0.037% hits | Potency, µM (highest dose often 115 µM), without a hit: at the top dose activity change, negative = inhibition, most hits filed as inhibitors | Histone-lysine N-methyltransferase 2A (Homo sapiens), Q03164; active = well fitted inhibition curve with a large enough effect in the polarisation, with a control signal flat, not every such curve was filed as active; inconclusive = small, poorly fitted or top-dose-only effect, or effect the other way, or a change in a side signal; inactive = no such curve, though single readings can be large or run the other way; the % refers to the polarisation; note: potency is the fitted concentration of half-maximal effect
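Fluorescence polarization: 7 uM MLL-CXXC (stock) preincubated 5 min with compounds, then 50 nM fluorescein-HOX-A9 DNA (stock) added; 30 min ambient. Buffer 50 mM Tris-HCl pH 7.5, 50 mM NaCl, 1 mM DTT, 0.05% BSA.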
* hit, by the source's call; ? = inconclusive; / = no result given; [ ] = remark or other dose. Unless noted, calls come from the whole dose curve; as a rule, active = well fitted curve in the direction sought with a large enough effect; inconclusive = small, poorly fitted or top-dose-only effect, or another doubt; inactive = no such curve, though single readings can be large; an effect the other way counts as inactive or inconclusive. A portion of the library, so the mix of outcomes need not match the whole.

cpd	structure	Integrin act MD	MBNL1 CUG block	GALK inh	TRPV1 agonist	Coupling enz	S-ASM inh	KCNH2 3.1 block	hERG WT inh	AT treatment	MLL CXXC-DNA inh
1	Cc1ccc(Cn2c(C)c3cnn(CC(=O)N4CCC5(CC4)OCCO5)c(=O)c3c2C)cc1	-26%	-5%	-3%	0	1	1%	8	-5	0%	-2%
2	COc1ccc(CCNCc2ccncc2)cc1	24%	-3%	-1%	3	-1	5%	0	6	2%	2%
3	CN1CCN(c2nc3ccccn3c(=O)c2C=C2C(=O)N(C)C(=O)N(C)C2=O)CC1	0%	-11%	3%	-2	0	4%	1	1	-5%	-5%
4	Brc1ccccc1CNCCc1ccc2c(c1)OCO2	5%	-6%	1%	6	2	-2%	8	2	-6%	24%
5	Cn1cc(C(=O)N2CCCCC2)c2ccccc21	1%	0%	0%	5	2	2%	30	3	-5%	4%
6	CN1CCN(CCC(C#N)(c2ccccc2)c2ccccc2)CC1	0%	2%	2%	0	2	1%	-8	26	-2%	-12%
7	O=C1NC(=O)C(=CCc2ccccc2)C(=O)N1	-1%	/	/	/	/	3%	11	21	/	/
8	O=[N+]([O-])c1ccc(O)c([N+](=O)[O-])c1	/	/	/	/	20	-4%	19	-8	/	/
9	CC(C)N1C(=O)CCC1C(=O)N1CCC2(CC1)OCCO2 (centres undefined)	-18%[7.66 µM]	6%	1%	1	3	-2%	7	34	-2%	-16%
10	CCCCn1c(O)c(/C=N/NC(=O)c2ccncc2)c(=O)[nH]c1=S	30%	/	6%	14	1	81%[activator]	-9	2	-1%	12%
11	O=P(O)(O)CN1CCNCCN(CP(=O)(O)O)CCNCC1	-43%[inhibitor]	/	/	/	/	4%	0	4	/	/
12	O=C(COc1ccc(Br)cc1)N1CCN(C2CCCC2)CC1	1%	-4%	-4%	19	4	-1%	?	1	-5%	-3%
13	CC(C)CC1(CCc2ccccc2)C(=O)NC(=O)NC1=O	4%	/	/	/	/	-3%	-11	2	/	/
14	O=C(Cn1ncc2ccccc21)N1CCC2(CC1)OCCO2	0%	5%	0%	-2	-1	2%	-8	-13	4%	-5%
15	C=CCn1c(O)c(C=NCCCn2ccnc2)c(=O)[nH]c1=O	-34%	3%	4%	1	4	4%	-7	5	19%	-2%
16	O=C(NCc1ccccc1)C(=O)NCC1OCCN1S(=O)(=O)c1ccc([N+](=O)[O-])cc1 (centres undefined)	19%	?	1%	1	-2	4%	0	8	1%	-2%
17	O=C1C2CCN(CC2)C1Cc1ccccc1O (centres undefined)	5%	1%	0%	4	3	5%	-1	-8	-3%	3%
18	COC(=O)C1=C(c2ccc(F)cc2OCc2ccccc2)C[C@@H]2CC[C@H]1N2C(=O)NCc1ccc(Br)cc1	-19%	/	/	16	/	1%	-15	-16	8%	/
19	Cc1ccc(C(C)C)c(OCC(=O)N2CCN(CC(=O)N3CCOCC3)CC2)c1	4%	/	/	2	/	2%	-19	6	1%	/
20	CC1=CC(=C2C(=O)NC(=S)NC2=O)C=C(C(F)(F)F)N1C	?	16%	3%	-2	-1	-4%	-5	-5	/	-2%
21	CC/C(=N\NC(=O)Nc1ccccc1)c1c(O)n(Cc2ccccc2)c(=O)[nH]c1=O	7%	-12%	-5%	-3	4	-6%	-4	-1	6%	-3%
22	c1ccc(CCN2CCCCC2)nc1	-9%	/	/	/	/	2%	14	-1	/	/
23	CC1CCCC(C2(O)C(=O)Nc3ccccc32)C1=O (centres undefined)	4%	-4%	-1%	1	3	1%	-27	-3	-2%	-3%
24	C=C1C(=O)O[C@H]2C[C@@H](C)[C@@H]3C=CC(=O)[C@@]3(C)C[C@H]12	-41%	-4%	-2%	-2	6	1%	24	0	-23%	-12%
25	NCCc1ccc(S(=O)(=O)F)cc1	/	/	/	4	/	3%	13	-8	-6%	-6%
26	C[C@]12CCC3C(CCC4=C/C(=N/OCC(=O)NC(CCC(N)=O)C(=O)O)CC[C@@]43C)C1CCC2O (some centres undefined)	-7%	-1%	10%	1	7	1%	7	12	-1%	?
27	COCc1cc(C2SCC(=O)Nc3c2c(=O)[nH]n3C(C)C)ccc1OC (centres undefined)	8%	6%	-2%	2	7	4%	-19	-4	-9%	2%
28	CC(C)NC(C)C(=O)c1ccc2ccccc2c1 (centres undefined)	-32%	7%	2%	-5	-4	1%	2	-11	-4%	?
29	Cc1ccc(C(O)P(=O)(Oc2ccccc2)Oc2ccccc2)cc1 (centres undefined)	0%	/	/	9	/	-5%	5	7	13%	/
30	CC1([N+](=O)[O-])COP(=O)(NC2CCCC2)OC1 (centres undefined)	-18%	/	/	/	/	0%	-1	-4	/	/
31	CC1CC(C)(O)CC(C(O)CC2CC(=O)NC(=O)C2)C1=O (centres undefined)	-51%[inhibitor]	/	/	/	/	5%	29	-2	/	/
32	O=C(NCCCN1CC1)Nc1cccc2ccccc12	5%	/	/	/	/	8%	2	-5	/	/
33	N=c1c2c(n(Cc3ccc(Cl)cc3Cl)c3c1CCC3)CCCC2	-59%[inhibitor]	-2%	0%	2	-2	-2%	-2	5	-13%	28%
34	Cc1cc(C)cc(Nc2nc3ccc(C)cc3n3cnnc23)c1	32%	3%	-4%	?	-3	-4%	-4	-8	0%	49%[activator]
35	N#Cc1ccc(/C=C/C(=O)O)cc1	19%	/	2%	-1	1	6%	28	11	2%	1%

Two of the compounds above, in transposed form:
29	Cc1ccc(C(O)P(=O)(Oc2ccccc2)Oc2ccccc2)cc1 (centres undefined)
30	CC1([N+](=O)[O-])COP(=O)(NC2CCCC2)OC1 (centres undefined)

Compound,29,30
Integrin act MD,0%,-18%
MBNL1 CUG block,/,/
GALK inh,/,/
TRPV1 agonist,9,/
Coupling enz,/,/
S-ASM inh,-5%,0%
KCNH2 3.1 block,5,-1
hERG WT inh,7,-4
AT treatment,13%,/
MLL CXXC-DNA inh,/,/

Structures from the list above with a carbonyl joined to an NH by a bond outside any ring (6):
cpd	structure	Integrin act MD	MBNL1 CUG block	GALK inh	TRPV1 agonist	Coupling enz	S-ASM inh	KCNH2 3.1 block	hERG WT inh	AT treatment	MLL CXXC-DNA inh
10	CCCCn1c(O)c(/C=N/NC(=O)c2ccncc2)c(=O)[nH]c1=S	30%	/	6%	14	1	81%[activator]	-9	2	-1%	12%
16	O=C(NCc1ccccc1)C(=O)NCC1OCCN1S(=O)(=O)c1ccc([N+](=O)[O-])cc1 (centres undefined)	19%	?	1%	1	-2	4%	0	8	1%	-2%
18	COC(=O)C1=C(c2ccc(F)cc2OCc2ccccc2)C[C@@H]2CC[C@H]1N2C(=O)NCc1ccc(Br)cc1	-19%	/	/	16	/	1%	-15	-16	8%	/
21	CC/C(=N\NC(=O)Nc1ccccc1)c1c(O)n(Cc2ccccc2)c(=O)[nH]c1=O	7%	-12%	-5%	-3	4	-6%	-4	-1	6%	-3%
26	C[C@]12CCC3C(CCC4=C/C(=N/OCC(=O)NC(CCC(N)=O)C(=O)O)CC[C@@]43C)C1CCC2O (some centres undefined)	-7%	-1%	10%	1	7	1%	7	12	-1%	?
32	O=C(NCCCN1CC1)Nc1cccc2ccccc12	5%	/	/	/	/	8%	2	-5	/	/
